Screens as filed in PubChem BioAssay.
mIAP act = mouse IAP activation | muIAP, CDP-Star luminescence, 30 min; hits give high values; 1 = vehicle-only enzyme signal, 0 = enzyme-free wells | activation factor at 10 µM | actives 0.24% (n = 330,000) | AID 2805;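 active = activation factor of at least 2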; also: the source names both 10 and 20 µM as test concentration; values of inactives mirror those of a sister screen read the other way
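also added = chemiluminescent substrate CDP-Star | test system = mouse IAP enzyme | signal = chemiluminescence readout | compound = DMSO-dissolved test compounds | incubation = 30 min at room temperature | benchmarks = DMSO wells, no-enzyme wells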
tim10-1 inh = growth inhibitors of tim10-1 mutant yeast | S. cerevisiae tim10-1 ts strain growth, BacTiter-Glo, 24 h | actives 2.2% (n = 330,000) | inhibition, % at 20 µM | AID 463190;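 active = inhibition of at least 40%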;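 also: mutant grown at 25 °C; 0% = DMSO wells with yeast and 100% = wells holding no yeast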
mIAP block = mouse IAP inhibition | inhibition, % at 10 µM | actives 0.2% (n = 330,000) | purified mouse IAP, CDP-Star luminescence, 30 min;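 active = inhibition of at least 40% at 10 µM in the primary screen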;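 also: plate controls were DMSO with enzyme for no effect and no enzyme wells for full effect; values of inactives mirror those of a sister screen read the other way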
APOBEC3G inh = APOBEC3G (human) deaminase inhibition; recombinant A3G, ssDNA deamination FAM/TAMRA fluorescence; inhibition, % at 20 µM; actives 0.28% (n = 330,000);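 active = inhibition of at least 40% at 20 µM, with no more than 30% in the related APOBEC3A deaminase screen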;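 also: plate controls were DMSO wells with A3G for no effect and wells lacking A3G enzyme for full effect; some compounds called inactive have numbers as strong as hits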
Target sequence (Q9HC16 whole entry, looked up): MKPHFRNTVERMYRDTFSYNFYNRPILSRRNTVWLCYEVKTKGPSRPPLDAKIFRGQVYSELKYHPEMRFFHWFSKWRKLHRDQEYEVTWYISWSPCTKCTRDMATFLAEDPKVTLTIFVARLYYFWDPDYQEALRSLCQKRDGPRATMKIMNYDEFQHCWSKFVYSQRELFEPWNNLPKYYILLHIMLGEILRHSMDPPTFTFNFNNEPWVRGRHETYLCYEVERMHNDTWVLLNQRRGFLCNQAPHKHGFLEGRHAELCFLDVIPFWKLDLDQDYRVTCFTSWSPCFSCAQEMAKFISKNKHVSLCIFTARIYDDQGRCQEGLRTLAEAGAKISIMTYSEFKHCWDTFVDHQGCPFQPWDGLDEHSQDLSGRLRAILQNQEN
NALP3 yeast inh = blocks the NALP3 inflammasome reconstituted in yeast; Yeast reconstituted NLRP3/ASC/caspase-1, beta-gal luminescence, 24 h; inhibition, % at 10 µM; actives 0.39% (n = 330,000); AID 2825;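 active = inhibition of 50% or more; inactive = inhibition below 50%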;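 also: plate controls were induced DMSO wells for no effect and uninduced yeast grown without galactose for full effect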
beta cell repl = induces beta-cell replication in MIN6 cells | MIN6 cells proliferation, ATPlite luminescence, 48 h; cells starved in 0.2% serum; 100% = growth in 10% serum | proliferation, % at 10 µM | actives 0.29% (n = 330,000);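 active = compounds whose signal lies at least 3.5 SD above the mean of all wells on their plate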;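 also: 0% = DMSO-treated cells in low-serum medium and 100% = 10% serum control; some compounds called inactive have numbers as strong as hits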
TIM10 inh = inhibits growth of TIM10 yeast strain; inhibition, % at 10 µM; S. cerevisiae TIM10 strain growth, BacTiter-Glo luminescence, 24 h; actives 1.4% (n = 330,000);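 active = inhibition of 40% or more at the single tested concentration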;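 also: wild-type TIM10 isogenic control strain grown at permissive 25 °C; 0% = DMSO yeast wells and 100% = minimal medium wells without yeast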
hIAP inh = blocks human intestinal alkaline phosphatase; P09923; purified IAP, CDP-Star luminescence, 30 min; inhibition, % at 10 µM; actives 0.12% (n = 330,000); AID 2544;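 active = inhibition reaching a set limit with compound at 10 µM in the primary screen, cut at about 35% in these data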;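 also: plate controls were DMSO wells with enzyme for no effect and no-enzyme buffer wells for full effect; values of inactives mirror those of a sister screen read the other way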
A3A deaminase = inhibitors of human APOBEC3A DNA deaminase. P31941. recombinant A3A, FAM/TAMRA ssDNA deamination fluorescence. inhibition, % at 20 µM. actives 0.41% (n = 330,000). AID 493011;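 active = at least 40% inhibition at 20 µM here, with at most 30% in a related deaminase screen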;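 also: plate controls were A3A with DMSO for no effect and wells lacking A3A enzyme for full effect; some results filed as inactive read as strong as hits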
Target sequence (P31941 whole entry, looked up): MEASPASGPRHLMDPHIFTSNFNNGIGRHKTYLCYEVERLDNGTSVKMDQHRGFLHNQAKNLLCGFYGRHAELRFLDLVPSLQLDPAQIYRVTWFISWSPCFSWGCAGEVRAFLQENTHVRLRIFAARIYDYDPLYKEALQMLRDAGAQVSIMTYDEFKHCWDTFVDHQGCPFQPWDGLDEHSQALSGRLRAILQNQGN
* hit, by the source's call.

SMILES,mIAP act,tim10-1 inh,mIAP block,APOBEC3G inh,NALP3 yeast inh,beta cell repl,TIM10 inh,hIAP inh,A3A deaminase
O=C(NC(NC(=S)Nc1c(Cl)cc(Cl)cc1Cl)C(Cl)(Cl)Cl)OCc1ccccc1 (stereo not drawn),0.721,-8.2,27.9,-4.9,3.0,-5.7,-9.2,0.6,-2.3
Cn1nnnc1SCc1cccc2ccccc12,0.918,1.7,8.2,-7.4,18.7,-1.6,3.3,-1.4,1.2
O=c1[nH]cnc2onc(-c3ccc(F)cc3)c12,1.03,-1.6,-2.6,-2.3,5.7,-2.3,-5.9,-0.8,-0.9
C#CCNC(=O)C1=C[C@@H](c2cn(C(C)=O)c3ccccc23)C[C@@H](OCc2ccc(CO)cc2)O1,0.928,-11.9,7.2,-2.7,-0.4,-0.1,4.5,-2.4,-0.4
COc1ccc(C2=Nn3c(nnc3C(F)(F)F)SC2)cc1,0.902,9.5,9.8,-1.1,14.8,1.0,9.0,2.8,0.0
CC(=O)Nc1ccc(Nc2cc(C)nc3c(-c4ccccc4)c(C)nn23)cc1,0.832,22.4,16.8,-2.8,16.7,0.0,26.4,-7.0,-2.1
CN1C[C@@H]2C(c3ccccc3)C3(c4ccc(C#N)cc4)CC2(C3)[C@H]1c1ccccc1 (stereo partly drawn),1.05,17.9,-5.0,-2.9,16.1,0.2,14.1,17.2,-2.3
NC(=O)c1c(NC(=S)Nc2ccccc2)sc2c1CCCC2,0.929,7.8,7.1,-6.4,27.3,1.1,-0.8,8.5,-2.7
O=C(O)c1cc(NN=C2CCN(Cc3ccccc3)CC2)ccc1Cl,1.03,2.7,-2.8,-0.4,4.1,3.0,15.8,-0.7,1.9
Cn1c(/C=N/NC(=O)c2ccccc2)nc2ccccc21,0.956,30.6,4.4,-2.1,25.7,-3.4,28.7,5.4,-2.9
Cc1ccc2[nH]c(C(=O)N/N=C/c3ccccc3O)c(C)c2c1,0.823,-14.9,17.7,-9.1,14.6,-5.2,7.3,-66.4,-3.4
C=CC[C@H](CC(=O)N[C@H](CO)Cc1ccccc1)C(=O)N[C@@H](COC(=O)[C@H](CC=C)CC(=O)OC(C)(C)C)Cc1c[nH]c2ccccc12,0.959,8.2,4.1,-0.6,20.2,-6.1,0.6,4.3,-1.5
CCN(CC)N=Nc1cccc(NC(C)=O)c1,0.943,12.3,5.7,-1.1,20.9,-2.7,5.2,-54.6,0.8
CC(C(=O)Nc1ccc2c(c1)OCO2)N(c1ccc(Cl)cc1)S(C)(=O)=O (stereo not drawn),1.04,13.0,-3.7,-2.7,5.0,-5.2,9.3,-22.3,1.4
N#C/C(=C\c1ccc(Cl)cc1)c1nc2ccccc2o1,0.901,51.1*,9.9,0.5,19.9,-2.1,31.1,5.6,-4.2

Look-ups from the results shown:
Result of Cn1c(/C=N/NC(=O)c2ccccc2)nc2ccccc21 in beta cell repl: -3.4
Result of O=C(NC(NC(=S)Nc1c(Cl)cc(Cl)cc1Cl)C(Cl)(Cl)Cl)OCc1ccccc1 (stereo not drawn) in tim10-1 inh: -8.2

Further records follow.
SMILES,mIAP act,tim10-1 inh,mIAP block,APOBEC3G inh,NALP3 yeast inh,beta cell repl,TIM10 inh,hIAP inh,A3A deaminase
N#CC1=C(N)C(C#N)(C#N)[C@H](c2ccncc2)[C@H]2CN(C(=O)OCc3ccccc3)CC=C12,1.04,13.9,-4.3,-0.9,5.0,0.3,9.5,13.3,0.1
COc1cccc(C(C(=O)NC2CCCCC2)N(C(=O)c2ccco2)c2ccc(-n3cnnn3)c(C)c2)c1 (stereo not drawn),1.01,2.4,-0.8,-5.3,1.7,7.7*,13.2,-11.1,-2.5
CC(C)OC(=O)c1ccc(OC(=O)c2cccnc2)cc1,1.08,19.0,-7.7,-3.4,26.6,-0.1,-0.2,6.2,1.3
O=C(Cc1c(F)cccc1Cl)Nc1ccccn1,1.04,-5.7,-4.1,-3.1,-15.2,-0.9,2.0,15.9,-4.1
COc1ccccc1N1CCN(C(=O)CCc2ccc(S(=O)(=O)NC(C)C)cc2)CC1,0.916,8.7,8.4,-5.7,-4.6,2.8,0.4,10.5,-3.0
S=c1[nH]nc(-c2ccco2)n1Cc1ccccc1,0.934,31.2,6.6,50.8*,-3.9,-1.4,13.2,17.2,-1.1
O=C1NN(c2ccc(F)c(Cl)c2)C(=O)/C1=C\c1cccc(OC(=O)c2cccs2)c1,0.823,-13.3,17.7,-5.3,4.3,-3.9,-63.8,-10.5,-1.5
CC(C)(C)C1CCC(=NNC(=S)NCc2ccccc2)CC1 (stereo not drawn),0.846,17.0,15.4,-0.4,-4.8,-6.3,3.5,2.8,2.6
O=c1cc(-c2ccccc2)nc(SCc2ccccc2F)[nH]1,0.937,5.2,6.3,-7.4,5.6,1.0,3.0,13.8,0.7
COc1cc(C(C)=O)ccc1COc1ccc(C(=O)OCC(N)=O)cc1OC,1.02,12.2,-1.9,-5.9,10.0,0.0,-2.9,11.3,0.8
CCc1c(C)nc2cc(-c3cc(OC)cc(OC)c3)nn2c1N1CCCC1,1,-2.5,-0.2,-5.6,21.3,-4.6,29.5,-21.1,-3.5
CC(=O)c1cccc(NC(=S)NC(=O)Cc2ccc(Cl)cc2)c1,0.906,2.5,9.4,-1.9,13.6,-1.1,36.0,-21.0,-4.5
CC(=O)Nc1ccc(NS(=O)(=O)c2ccc3c(c2)NC(=O)CC(=O)N3)cc1,0.981,-0.5,1.9,-4.8,11.4,1.9,3.9,23.3,-2.2
CCCOC(=O)c1cc(-c2ccc(C=O)o2)ccc1Cl,0.868,0.4,13.2,-0.6,20.1,-5.0,6.6,25.9,2.1
CCOC(=O)COc1ccc(S(=O)(=O)Nc2ccc(C)cc2)cc1,1.01,13.0,-1.2,-3.3,-2.8,-5.3,-5.4,10.6,-0.2

(next part)
SMILES,mIAP act,tim10-1 inh,mIAP block,APOBEC3G inh,NALP3 yeast inh,beta cell repl,TIM10 inh,hIAP inh,A3A deaminase
COC1(NC(=O)c2ccccc2)C(C)=CC(=O)C=C1C,1.08,-9.8,-7.9,0.5,2.9,2.2,-3.9,-7.1,-3.2
Nc1ccc(-c2cc3ccccc3oc2=O)cc1,0.95,-4.7,5.0,-10.2,35.9,-1.4,-11.5,-8.4,-2.3
COc1ccc(CCNC(=O)CSc2nc3[nH]ncc3c(=O)n2-c2ccc(Br)cc2)cc1OC,1.02,3.0,-2.5,-2.6,1.6,-0.1,2.6,-20.0,3.8
COc1ccc(S(=O)(=O)N2CC(=O)Nc3ccccc32)cc1,1.03,-4.0,-3.1,-6.2,30.4,0.1,-1.1,3.9,0.6
Cc1cc(C)nc(SCC(=O)Nc2sc3c(c2C#N)CCC(C)C3)n1 (stereo not drawn),0.813,-1.6,18.7,0.1,7.1,-3.0,-17.0,3.5,3.9
Cc1ccc(S(=O)(=O)Nc2ccc(N3CCOCC3)cc2)cc1[N+](=O)[O-],1.22,-1.7,-21.7,-9.2,-1.0,-1.8,-19.6,1.4,-5.4
Cc1ccc(C)c(C(=O)CN2C(=O)NC3(CCc4ccccc43)C2=O)c1 (stereo not drawn),1.05,-31.0,-5.0,-7.2,25.0,-1.4,-0.9,-6.2,-2.1
COc1cc2nc(SCc3c(C)noc3C)n(CCC3=CCCCC3)c(=O)c2cc1OC,0.972,20.0,2.8,-3.4,-5.5,-6.0,6.6,4.6,1.2
Cc1cc(-c2ccccc2)n2nc(C)c(C#N)c2n1,1.1,15.5,-10.1,-1.8,19.8,-1.1,-1.8,-7.5,0.0
Cc1cccc(NC(=O)C2(c3cccs3)CCOCC2)c1,1.05,12.4,-5.5,-5.2,16.9,0.0,7.1,18.6,-2.0
N#Cc1ccc(-c2cccnc2)nc1SCC(=O)Nc1sc2c(c1C#N)CCC2,0.913,11.7,8.7,-5.7,-4.2,-3.4,11.5,22.7,1.1
Cc1ccc(NC(=O)Nc2ccc3c(c2)OCO3)cc1F,1.51,-21.3,-51.5,-3.6,13.6,2.2,2.8,2.4,-1.5
O=C(c1ccc(Cl)cc1Cl)N1CCN(c2ccccn2)CC1,0.86,15.8,13.9,-2.1,18.8,-4.9,14.1,4.4,-7.4
CC(NCc1ccc2c(c1)OCO2)C(=O)NC1CCCc2ccccc21 (stereo not drawn),1.06,16.9,-6.4,1.0,9.7,-2.2,7.4,-2.1,3.9
C#Cc1ccc([C@H]2C=C(C(=O)NCc3nc4ccccc4[nH]3)O[C@@H](OCC)[C@@H]2CCCO)cc1,1.08,-2.9,-8.0,-4.3,13.7,-2.6,10.6,-6.5,6.1

Next part
SMILES,mIAP act,tim10-1 inh,mIAP block,APOBEC3G inh,NALP3 yeast inh,beta cell repl,TIM10 inh,hIAP inh,A3A deaminase
Cc1sc2ncnc(N3CCC(C(=O)NNC(=O)COc4ccccc4F)CC3)c2c1C,0.87,16.4,13.0,1.6,14.0,-1.0,-4.2,-84.4,-3.4
O=C(O)CN(c1ccccn1)S(=O)(=O)c1ccccc1,1.09,2.5,-8.8,-8.9,3.7,0.1,15.5,-8.8,-3.0
CCOC(=O)CN1C(=O)c2ccccc2C1=O,1.01,9.1,-1.5,-1.4,-11.7,-0.4,-4.4,-9.9,-0.3
COc1ccccc1NC(=O)COc1ccccc1C(=O)c1cnn(-c2ccccc2)c1,0.85,29.9,15.0,-8.3,11.5,0.4,31.3,22.6,-4.1
COc1cc(/C=C/C(=O)OCc2c(C)noc2C)ccc1OC(F)F,0.898,-5.8,10.2,-6.6,14.1,-0.5,-5.8,8.5,1.6
COc1ccc(NC(=O)N2CCCCC2)cc1,0.989,3.5,1.1,-2.6,13.2,-2.9,2.3,5.2,4.2
CN(c1ccccc1C(=O)Nc1ccc2ccccc2c1)S(C)(=O)=O,0.978,0.0,2.2,-8.3,1.5,-0.7,-2.0,-5.5,-0.9
CCCC(OC(=O)CC1Sc2ccccc2NC1=O)C(=O)NCc1ccco1 (stereo not drawn),0.974,14.2,2.6,-1.6,5.0,-1.6,4.5,-10.4,-5.3

Structures listed above printed as active in APOBEC3G inh:
canonical_smiles | mIAP act | mIAP block | APOBEC3G inh | NALP3 yeast inh | TIM10 inh | hIAP inh | A3A deaminase
S=c1[nH]nc(-c2ccco2)n1Cc1ccccc1 | 0.934 | 6.6 | 50.8* | -3.9 | 13.2 | 17.2 | -1.1
